MCL1-BIM inh = inhibitors of human MCL1 binding to BIM-BH3 peptide; inhibition, % at 10.9 µM; 320,000 compounds, 0.68% hits; GST-MCL1 / FITC-Bim-BH3 fluorescence polarization; Q07820;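 active means inhibition above the mean inhibition of all tested compounds plus 3 SD, set per campaign, cut at about 40% in these data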;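 further: 0% = DMSO wells and 100% = unlabeled Bim-BH3 peptide control; higher means more loss of mP so more displacement of Bim peptide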
Fam108B counter = counter-screen for RBBP9 inhibitors: inhibitors of mouse Fam108B | recombinant Fam108B, FP-Rh probe fluorescence polarization | inhibition, % at 9.51 µM | 300,000 compounds, 0.33% hits;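 active means inhibition above the screen mean inhibition plus 3 SD, computed separately per campaign, cut at about 18% in these data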;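 further: inhibitors lower polarization as less probe binds the enzyme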
Bcl-xL primary = inhibitors of human Bcl-xL. GST-Bcl-xL / FITC-Bim BH3 peptide fluorescence polarization. inhibition, % at 10.9 µM. 320,000 compounds, 0.7% hits. AID 2129;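 active means inhibition above the mean of all tested compounds plus 3 SD, cutoff set per campaign, cut at about 30% in these data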;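 further: 0% = DMSO wells and 100% = unlabeled Bim-BH3 peptide competitor; inhibitors lower millipolarization by displacing the labeled peptide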
MEX-5 binding = C. elegans MEX-5 TCR-2 RNA binding activity. Q9XUB2. AID 1832. MEX-5/FITC-TCR2 RNA binding, fluorescence polarization; hits give low values. activity score (negative = inhibition of binding), % at 10 µM. 300,000 compounds, 0.38% hits;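 active means inhibition past about -25% in most replicates, and total fluorescence under double the plate's negative control median, limit read from the data; inconclusive means replicates evenly split on the limit, or fluorescence at least double controls; inactive means too little inhibition in most replicates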;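 further: 0% = DMSO and -100% = 5 µM competing unlabeled TCR2 RNA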
Target sequence (Q9XUB2 whole entry, looked up): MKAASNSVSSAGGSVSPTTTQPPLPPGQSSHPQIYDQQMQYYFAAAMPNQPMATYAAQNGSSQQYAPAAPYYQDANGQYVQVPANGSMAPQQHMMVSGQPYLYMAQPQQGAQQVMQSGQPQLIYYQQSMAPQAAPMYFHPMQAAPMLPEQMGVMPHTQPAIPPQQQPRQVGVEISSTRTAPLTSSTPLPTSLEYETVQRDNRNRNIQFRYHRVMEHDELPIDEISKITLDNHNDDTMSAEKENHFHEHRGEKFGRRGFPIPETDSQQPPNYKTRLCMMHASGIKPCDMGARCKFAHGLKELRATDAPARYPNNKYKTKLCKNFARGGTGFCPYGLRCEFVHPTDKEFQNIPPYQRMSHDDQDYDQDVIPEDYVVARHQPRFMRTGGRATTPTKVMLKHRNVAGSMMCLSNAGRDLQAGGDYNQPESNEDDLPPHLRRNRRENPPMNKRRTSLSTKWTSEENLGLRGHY
CIT2-GFP yeast = alters CIT2-GFP fluorescence in TOR pathway yeast screen; GFP response vs DMSO, % at 10 µM; S. cerevisiae CIT2-GFP strain, flow cytometry, 3 h; 100 means same as DMSO wells; 320,000 compounds, 0.065% hits; AID 2029;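 active means GFP response relative to DMSO above a set limit, near the screen mean plus 3 SD, cut at about 150% in these data; inconclusive means Fewer than 70 cells measured for a yeast strain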;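 further: ratio of well median GFP fluorescence to mean of DMSO wells on the plate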
GRK2 aptamer HTS = blocks RNA aptamer binding to human GRK2; bead flow cytometry, FAM-aptamer displacement from GRK2; 330,000 compounds, 0.59% hits; inhibition of aptamer binding, % at 10 µM; P25098;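 active means inhibition of aptamer binding above 40%, roughly 3 SD of noise, on plates passing a quality check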;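 further: median bead fluorescence of bound FAM aptamer so fluorescent compounds give negative values; no value below 0 was filed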
AGP1 TOR yeast = alters AGP1-GFP fluorescence in TOR pathway yeast screen; S. cerevisiae AGP1-GFP multiplex flow cytometry, 3 h; GFP as percent of DMSO wells; GFP response vs DMSO, % at 10 µM; 320,000 compounds, 0.02% hits; AID 2066;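 active means GFP response relative to DMSO above a set limit, near screen average plus 3 SD, cut at about 150% in these data; inconclusive means fewer than 70 cells counted for the yeast strain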;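 further: median GFP channel fluorescence of the gated AGP1 strain per well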
VLA-4 inh = inhibition in a human VLA-4 binding assay | AID 2557 | 330,000 compounds, 0.2% hits | P13612 | inhibition, % (about 7 µM as worked out from the volumes in the protocol) | VLA-4 expressing cells, ligand binding flow cytometry; in the data active means inhibition above about 50%
GLD-1 RNA inh = GLD-1-TGE RNA interaction inhibition (C. elegans); Q17339; purified GLD-1 + fluorescein TGE RNA, fluorescence polarization; inhibition, % at 5.96 µM; 320,000 compounds, 0.44% hits; AID 2280;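 active means percent inhibition above a per-plate cutoff, the plate mean of test compounds plus 3 SD, cut at about 30% in these data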;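 further: 0% = DMSO wells with GLD-1 and probe and 100% = wells lacking GLD-1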
Target sequence (Q17339 whole entry, looked up): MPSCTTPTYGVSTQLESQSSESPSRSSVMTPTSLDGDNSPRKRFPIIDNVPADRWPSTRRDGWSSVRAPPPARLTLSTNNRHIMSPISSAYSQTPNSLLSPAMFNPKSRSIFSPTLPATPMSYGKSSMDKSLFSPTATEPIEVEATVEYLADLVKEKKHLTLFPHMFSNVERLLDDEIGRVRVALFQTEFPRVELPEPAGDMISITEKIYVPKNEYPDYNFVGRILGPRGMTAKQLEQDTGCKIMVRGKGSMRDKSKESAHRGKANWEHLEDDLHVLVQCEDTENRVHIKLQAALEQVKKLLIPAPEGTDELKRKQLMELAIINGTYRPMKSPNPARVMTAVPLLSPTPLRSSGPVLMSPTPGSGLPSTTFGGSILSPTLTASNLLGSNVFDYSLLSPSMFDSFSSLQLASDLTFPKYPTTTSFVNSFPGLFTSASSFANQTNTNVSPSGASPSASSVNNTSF
* marks the source's active call; other numbers are inactive results; ? = inconclusive; nt = no result given; [ ] = remark or other dose.

SMILES	MCL1-BIM inh	Fam108B counter	Bcl-xL primary	MEX-5 binding	CIT2-GFP yeast	GRK2 aptamer HTS	AGP1 TOR yeast	VLA-4 inh	GLD-1 RNA inh
COc1ccc(Oc2cc(NN3CCCCC3)c([N+](=O)[O-])cc2[N+](=O)[O-])cc1OC	6	1	3	-0.9	80	2	88	41	-3
Cc1ccc(/C=N/NC(=O)c2cc(C3CC3)nc3ccccc23)o1	4	4	6	1.5	107	1	99	11	-1
Cc1ccc(NC(=S)N2CCSC2c2cccs2)cc1 (centres undefined)	5	0	3	-9.9	165*	3	116	-2	1
Cc1ccc(C(=O)Nc2nccs2)cc1S(=O)(=O)N1CCCCC1	1	2	4	-3.4	103	3	110	7	-4
O=C(Cn1cnc2ccccc2c1=O)N/N=C/c1ccc(Br)cc1	-5	2	2	-2.6	100	0	104	13	-4
COc1ccc(CCNC(=O)c2ccc3c(c2)N(Cc2ccc(F)cc2)CCS3)cc1OC	3	1	5	2.0	96	3	97	4	-7
CC(=O)Nc1ccc(NC(=O)CCC(=O)OCC(=O)c2ccc(C)c([N+](=O)[O-])c2)cc1	5	0	4	-1.9	93	3	101	12	5
O=C(CCc1nc(-c2ccccc2)c(-c2ccccc2)o1)OCc1ccc(Br)cc1	2	-7	2	2.1	85	0	94	0	2
CC(C)S(=O)(=O)c1csc(NC(=O)Nc2cc(Cl)ccc2Cl)c1Cl	8	-46	12	1.9	95	2	98	17	2
CCCC(CCC(=O)NC1CCCCC1)C(=O)O (centres undefined)	5	-3	9	-0.4	102	0	101	2	2
Cn1c(CCc2ccccc2)nnc1SCC(N)=O	16	-2	6	0.1	98	2	102	18	0
O=C(NCc1ccccc1)C1CC2CCCC(C1)C2=O (centres undefined)	-1	-1	3	-3.0	107	0	116	22	7

Whole records from above.
O=C(CCc1nc(-c2ccccc2)c(-c2ccccc2)o1)OCc1ccc(Br)cc1 is entered as MCL1-BIM inh = 2; Fam108B counter = -7; Bcl-xL primary = 2; MEX-5 binding = 2.1; CIT2-GFP yeast = 85; GRK2 aptamer HTS = 0; AGP1 TOR yeast = 94; VLA-4 inh = 0; GLD-1 RNA inh = 2
O=C(Cn1cnc2ccccc2c1=O)N/N=C/c1ccc(Br)cc1 is entered as MCL1-BIM inh = -5; Fam108B counter = 2; Bcl-xL primary = 2; MEX-5 binding = -2.6; CIT2-GFP yeast = 100; GRK2 aptamer HTS = 0; AGP1 TOR yeast = 104; VLA-4 inh = 13; GLD-1 RNA inh = -4

Further records follow:
SMILES	MCL1-BIM inh	Fam108B counter	Bcl-xL primary	MEX-5 binding	CIT2-GFP yeast	GRK2 aptamer HTS	AGP1 TOR yeast	VLA-4 inh	GLD-1 RNA inh
CC(C)(O)/C=C/C[C@](C)(O)C1CC[C@]2(C)C1[C@H](O[C@H]1O[C@@H](CO)[C@H](O)[C@@H](O)[C@@H]1O)CC1[C@@]3(C)CC[C@H](O)C(C)(C)C3[C@@H](O)C[C@]12C (some centres undefined)	nt	nt	nt	nt	99	0	113	-5	8
CC(C)OP(=O)(OC(C)C)C(O)c1ccc(N(C)C)cc1 (centres undefined)	0	0	4	-1.0	102	1	106	6	2
COc1ccc(N2CCN(C(=O)c3cccs3)CC2)cc1	9	2	2	-1.2	102	0	97	0	11
Cc1cccc(NC(=O)CSc2nnc(-c3cc(C)[nH]n3)n2N)c1	-1	0	-2	0.6	104	1	105	9	1
O=C(Nc1ccccc1)OC(CN1CCCCC1)C(F)(F)F (centres undefined)	-4	-3	4	-1.0	93	0	96	1	-5
CN(C)/C=C(/C(=O)c1ccc(Cl)cc1Cl)S(=O)(=O)c1ccccc1	6	-3	4	-1.2	101	1	93	0	2
COc1ccc2c(C(=O)NCc3ccc4c(c3)OCO4)c(-c3ccc(S(C)(=O)=O)cc3)sc2c1	nt	nt	nt	nt	96	2	97	8	2
CC(C)(C)c1ccc(NC(=S)NCCc2ccccn2)cc1	11	3	7	2.8	106	0	106	-9	-4
Cc1ccc(OCC(=O)O/N=C(\N)Cc2cccs2)cc1C	-5	-2	-7	1.6	101	3	98	-31	1
Cc1cc(C(=O)N/N=C/c2sccc2C)no1	2	3	3	-1.9	100	0	95	14	-2
O=C(CCN1CCOCC1)NNC(=O)c1ccc(Cl)c([N+](=O)[O-])c1	nt	nt	nt	nt	86	4	95	-1	-2
CCOc1cc(N2CCOCC2)c(OCC)cc1NC(=O)CN1C(=O)N(C)C2(CCCCC2)C1=O	4	nt	0	nt	96	4	102	0	6

Another view of part of the listing above.
Structure,MCL1-BIM inh,Fam108B counter,Bcl-xL primary,MEX-5 binding,CIT2-GFP yeast,GRK2 aptamer HTS,AGP1 TOR yeast,VLA-4 inh,GLD-1 RNA inh
CC(C)(C)c1ccc(NC(=S)NCCc2ccccn2)cc1,11,3,7,2.8,106,0,106,-9,-4
Cc1ccc(OCC(=O)O/N=C(\N)Cc2cccs2)cc1C,-5,-2,-7,1.6,101,3,98,-31,1
Cc1cc(C(=O)N/N=C/c2sccc2C)no1,2,3,3,-1.9,100,0,95,14,-2
O=C(CCN1CCOCC1)NNC(=O)c1ccc(Cl)c([N+](=O)[O-])c1,nt,nt,nt,nt,86,4,95,-1,-2

New compounds follow.
SMILES	MCL1-BIM inh	Fam108B counter	Bcl-xL primary	MEX-5 binding	CIT2-GFP yeast	GRK2 aptamer HTS	AGP1 TOR yeast	VLA-4 inh	GLD-1 RNA inh
COc1ccc(S(=O)(=O)Nc2ccccc2)cc1	2	-1	2	0.0	?	4	?	-8	-7
Cc1ccc(NC(=S)N=Nc2c(O)[nH]c3ccccc23)cc1	2	4	2	1.4	101	0	103	1	0
Cc1ccccc1Nc1nc(N)nc(CCl)n1	2	2	2	1.9	98	0	109	-58	4
CCCN(CCC)CCNC(=O)c1cc2c(-c3ccccc3F)nn(C)c2s1	-2	-2	1	4.1	106	0	101	17	-1
COc1ccc(/C(C)=N/Nc2cc(C(F)(F)F)ccc2Cl)c(OC)c1	1	3	0	-0.9	112	2	104	14	0
COc1ccccc1-c1noc(COC(=O)c2ccc(Br)o2)n1	0	nt	6	nt	76	2	96	-2	4
Cc1ccc(CNC(=O)C2CCC(=O)N(C3CC3)C2)cc1 (centres undefined)	1	0	3	-2.1	107	3	102	13	1
Cc1c(Cl)ccc2c(C(=O)NCCCn3nccc3C)cc(-c3ccccn3)nc12	3	-1	7	-6.2	90	1	94	-14	-13
CCn1c(C)c(C(C)=O)c(N2CCN(c3ccccc3)CC2)nc1=S	7	-5	3	-24	115	0	105	18	-1
O=C(O)CCCCCN1C(=O)CSC1=S	2	2	5	-2.6	108	0	114	3	-3
CC(NC(=O)c1cccs1)C(c1cccs1)N1CCOCC1 (centres undefined)	1	1	-2	-1.2	96	0	98	17	-1
CCc1nn(C)c2c(=O)c(=O)c2n(C)[nH]1	38	8	33*	-18	98	0	112	-1	24
O=C(Nc1ccccc1-c1nnc(SCc2ccc(Cl)cc2Cl)o1)c1ccccc1	-2	-1	-5	-0.6	104	0	96	-5	-8
Nn1cnc2cc3ccccc3cc2c1=O	-1	3	5	-0.1	102	1	101	3	9
N#C/C(=C(/O)COc1ccc(Cl)cc1)c1nc2ccccc2s1	1	-1	3	-1.3	101	0	103	-16	-2
CCOC(=O)N1CCC(N(CCCOC)C(=O)Nc2ccc(CC)cc2)CC1	6	-2	4	-3.7	102	1	97	22	4
CCn1c(SCC(=O)N(C)CC(=O)Nc2ccc(OC)cc2)nnc1-c1ccco1	-9	3	-21	0.0	93	1	103	2	2
Cc1c(CN2CCCCC2C)c(=O)n(-c2ccccc2)n1C (centres undefined)	5	-1	0	-1.2	95	16	96	5	2
COC(=O)c1ccc(CN2CCN(C3CCCCC3)C(CCO)C2)cc1 (centres undefined)	7	0	5	-1.1	?	1	26[may fluoresce violet]	6	5
Cc1ccc(CNC(=O)c2oc3ccc(S(=O)(=O)N4CCC5(CC4)OCCO5)cc3c2C)cc1	0	-2	4	-0.9	94	0	100	6	1
O=C(/C=C/c1cccnc1)c1ccc(F)c(F)c1	4	1	4	-2.2	97	3	99	0	13
CC1/C(=N/O)CC(c2ccccc2)N(C)C1c1ccccc1 (centres undefined)	3	5	6	0.4	92	1	96	-8	1
CN1C(=O)/C(=C/c2ccccc2OCc2ccc(F)cc2)N(C)C1=S	-3	1	4	-8.0	95	0	98	-5	7
Cc1cccc(NC(=S)N/C(=N/S(=O)(=O)c2ccccc2)c2ccccc2)c1	16	0	9	1.0	100	1	106	-6	6
COc1ccc(CCNC(=O)C(C)n2nc(C)n3c(cc4occc43)c2=O)cc1OC (centres undefined)	5	0	0	0.3	94	0	97	10	-1
CCCNS(=O)(=O)c1ccc(CCC(=O)N2CCOCC2)cc1	5	7	2	0.4	96	61*	97	-6	2
Cc1cccc(NC(=O)CC(C)S(=O)(=O)c2ccc3c(c2)NC(=O)CO3)c1C (centres undefined)	2	-3	3	0.1	98	0	99	12	-7
Cc1cccc2c1c(N=NC(N)=S)c(O)n2C1OC(CO)C(O)C(O)C1O (centres undefined)	6	0	2	-6.5	106	2	102	3	7
CN(C)S(=O)(=O)c1ccc(N2CCCC2)c(C(=O)N2CCN(c3ccc([N+](=O)[O-])cc3)CC2)c1	-6	0	-4	2.1	94	2	92	-8	-2
O=C1C2CCCN2C(c2ccc(Cl)cc2)N1c1nccs1 (centres undefined)	6	4	2	0.9	104	1	112	6	5
CN(CC(=O)Nc1ccccc1C(F)(F)F)C(=O)c1cc2c(s1)CCCCC2	0	0	2	-0.9	86	4	93	4	-6
CC1CCCCC1NC(=O)Cn1cc([N+](=O)[O-])ccc1=O (centres undefined)	-6	nt	-9	nt	98	0	101	3	6
CCOC(=O)C1CCN(C(=O)NS(=O)(=O)c2ccc(C)cc2)CC1	0	4	7	0.0	nt	1	100	16	-3
CCOc1ccc(C(c2c(C)[nH][nH]c2=O)c2c(C)[nH][nH]c2=O)cc1OC	6	1	5	-9.4	106	0	102	-10	7
N#Cc1ccc(CN2CCN(CC(=O)Nc3ccccc3C(=O)NC3CC3)CC2)cc1	-5	nt	-3	nt	89	0	99	-20	4
Cc1ccc(S(=O)(=O)N2CCC(C(=O)N/N=C/c3cccn3C)CC2)cc1	nt	nt	nt	nt	106	2	104	14	0
COc1ccccc1C1CC(=O)NC(C)=C1C(=O)OC(C)C (centres undefined)	0	1	1	0.1	118	0	100	-5	4
CCOC(=O)c1sc2nc(CC(C)C)c3c(c2c1N)CCC3	1	4	5	-3.5	99	0	92	-12	5
O=C(NNC(=S)NC(=O)c1cccs1)c1ccc(O)cc1	nt	nt	nt	nt	88	0	92	19	nt
CC1CCN(CCCNC(=O)C2CC(=O)N(CCc3ccccc3)C2)CC1 (centres undefined)	3	2	7	3.4	102	0	100	31	10
Cn1nnc2c[n+](CC(=O)c3ccc(Cl)cc3)cc(Br)c21	5	-3	14	-0.7	98	2	103	12	3
N#CCc1ccc(Oc2ccc([N+](=O)[O-])cn2)cc1	-17	-2	-13	2.6	95	2	90	13	1
O=C(O)CN1CCCCC1	-5	0	4	-2.0	96	0	101	2	8
Cc1cc(=O)n2ccsc2n1	3	-1	2	-0.5	105	0	102	12	3
O=C(/C=C/N1CCN(Cc2ccccc2)CC1)C(F)(F)F	1	1	4	-2.3	93	0	123	-6	-2

Screening results: PubChem, several laboratories
